Screening data as filed in PubChem BioAssay.
Ecoli WT growth = growth inhibitors of wild type E. coli, primary screen, strain BW25113 wild type, absorbance readout | inhibition, % at 10 µM | E. coli BW25113 growth inhibition, OD600 | AID 552, 2006 | actives 0.05% (n = 20,000); in the data active = inhibition above about 40%;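 also: bacteria exposed to compound for 20 hours at 37 °C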
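System: bacterial strain in a whole-cell growth screen; medium: LB broth with 50 µg/mL kanamycin; detection: absorbance at 615 nm; schedule: 20 h exposure, 37 °C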
Starred values were filed as active, the others as inactive. The list is partial. The share of hits here may be higher or lower than overall.

SMILES	Ecoli WT growth
COC(=O)c1sc(S(=O)(=O)N2CCN(c3ccccc3)CC2)c(C(=O)OC)c1C	-3
Cc1nn(-c2ccccc2C(=O)O)c(=O)c2ccccc12	-25
O=C(CN1C(=O)CCS(=O)(=O)c2ccccc21)NCc1ccc(F)cc1	6
Cc1cnc(C(=O)Nc2ccc(-n3cnnn3)cc2)cn1	-2
C=C(C)Cn1c(CCNC(=O)C(C)C)nc2ccccc21	3
COc1ccc(CC(NC(C)=O)C(=O)NC2CCN(c3nc(C)cc(C)c3C#N)CC2)c(OC)c1 (centres undefined)	-3
COc1cccc(NC(=O)Cn2c(=O)oc3ccccc32)c1	-14
CCC(=O)N/C(N)=N/c1nc(C)c2cc(OC)ccc2n1	12
Cc1cc(C)nc(NC(=O)c2c(-c3ccccc3Cl)noc2C)n1	-18
COc1cc(-c2nnc(SCC#CCO)o2)cc(OC)c1OC	-21
Cc1ccc(-c2nnn(CC(=O)N(Cc3ccco3)C(C(=O)NC(C)(C)C)c3cccs3)n2)o1 (centres undefined)	8
Cn1c(CNc2nc(-c3ccccc3)cs2)nnc1SCC(=O)N1CCc2ccccc21	17
CCCn1c(SCC(=O)Nc2ccccc2C(=O)OC)nc2c1c(=O)n(C)c(=O)n2C	-1
CN(C)Cc1c(O)ccc2oc(Cc3ccccc3)cc12	-3
O=C(O)c1ccccc1COc1ccccc1Cl	3
O=C(Nc1ccc(N2C(=O)C3C4C=CC(C4)C3C2=O)cc1)Nc1cccnc1 (centres undefined)	-5
CCOC(=O)c1c(NC(=O)c2cccs2)sc2c1CCN(C(=O)OCC)C2	5
CCOC(=O)CC(=O)CSc1[nH]c(=O)cc(C)c1C#N	-3
CC(NC(=O)c1ccccc1NC(=O)c1ccco1)C(=O)O (centres undefined)	9
COCc1nnc(NC(=O)c2ccco2)s1	-15
Cc1ccc(C(=O)CSc2nnc(-c3ccccc3)n2-c2ccccc2)o1	-21
O=C1NC(=O)c2cc(NC(=O)C3CCCCC3)ccc21	5
COc1ccccc1-c1nnc(SCC(=O)Nc2cc(C)on2)o1	-19
CCOC(=O)N1CCC(N2C(=O)c3ccccc3C2Nc2ccccc2C)CC1 (centres undefined)	3

Not a retest: entries from further up.
SMILES	Ecoli WT growth
CCCn1c(SCC(=O)Nc2ccccc2C(=O)OC)nc2c1c(=O)n(C)c(=O)n2C	-1
CN(C)Cc1c(O)ccc2oc(Cc3ccccc3)cc12	-3

Other entries:
SMILES	Ecoli WT growth
CCn1c2ccccc2c2cc(NC(=O)N3CCOCC3)ccc21	-17
O=C(Nc1nc(-c2ccc(S(=O)(=O)N3CCCC3)cc2)cs1)c1cccs1	0
O=C(Nc1ccc2c(c1)OCO2)c1cnn2cccnc12	2
CS(=O)(=O)Nc1ccc(C(=O)NCCc2ccccc2)cc1	1
CCn1ncc(Br)c1C(=O)Nc1nccs1	-20
O=C1OCCC1Sc1nc2ccccc2n1Cc1ccccc1 (centres undefined)	-15
CCN=C1SC(CC(=O)Nc2ccccc2)C(=O)N1CC (centres undefined)	2
O=C(O)C1C2C=CC3(CN(C4CCCC4)C(=O)C13)O2 (centres undefined)	3
CC1CCCN(C(=O)c2cc3c(-c4ccc(Cl)cc4)nn(C)c3s2)C1 (centres undefined)	5
O=C(CSc1nnc(NC(=O)C2CCC2)s1)NC1CC1	-3
Cc1cc(C)nc(N2CCC(C(=O)Nc3ccc(Oc4ccccc4)cc3)CC2)n1	-6
CCCCOc1ccccc1NC(=O)c1ccc(=O)[nH]c1	-8
CN1CCN(S(=O)(=O)c2ccc(Sc3nc4ccccc4[nH]3)c3nsnc23)CC1	-23
Cn1cccc1Cc1nnc(SCC(N)=O)n1-c1ccc(F)cc1	-3
O=S(=O)(c1ccc(F)cc1)N1CCC(N2CCCC2)CC1	-1
CC(=O)Oc1ccc(C(c2ccc(OC(C)=O)cc2)c2ccccn2)cc1	-1
CCn1cc(C(=O)O)c(=O)c2ccc(C)nc21	26
O=C1CC(N2CCN(c3ccc(O)cc3)CC2)C(=O)N1Cc1cccs1 (centres undefined)	-15
CC(=O)N1CC2(C)CN(C(C)=O)CC(C)(C1)C2	-15
CC(NC(=O)c1ccco1)c1ccc2c(c1)OCCO2 (centres undefined)	-8
CCc1cc(C(=O)OC)c(NC(=O)CCC(=O)O)s1	5
O=c1[nH]cnc2scc(-c3ccc(F)cc3)c12	-14
CC(=O)c1cc(OC(=O)c2ccncc2)ccc1OC(=O)c1ccncc1	-24
N#CCc1c(C#N)c(N)nc(N2CCN(S(=O)(=O)c3ccccc3)CC2)c1C#N	-3

Part of the list above in order of SMILES length, highest first:
SMILES	Ecoli WT growth
Cc1ccc(-c2nnn(CC(=O)N(Cc3ccco3)C(C(=O)NC(C)(C)C)c3cccs3)n2)o1 (centres undefined)	8
COc1ccc(CC(NC(C)=O)C(=O)NC2CCN(c3nc(C)cc(C)c3C#N)CC2)c(OC)c1 (centres undefined)	-3
COC(=O)c1sc(S(=O)(=O)N2CCN(c3ccccc3)CC2)c(C(=O)OC)c1C	-3
N#CCc1c(C#N)c(N)nc(N2CCN(S(=O)(=O)c3ccccc3)CC2)c1C#N	-3
Cn1c(CNc2nc(-c3ccccc3)cs2)nnc1SCC(=O)N1CCc2ccccc21	17
Cc1cc(C)nc(N2CCC(C(=O)Nc3ccc(Oc4ccccc4)cc3)CC2)n1	-6
CC1CCCN(C(=O)c2cc3c(-c4ccc(Cl)cc4)nn(C)c3s2)C1 (centres undefined)	5
CC(=O)Oc1ccc(C(c2ccc(OC(C)=O)cc2)c2ccccn2)cc1	-1
Cc1ccc(C(=O)CSc2nnc(-c3ccccc3)n2-c2ccccc2)o1	-21
Cc1cc(C)nc(NC(=O)c2c(-c3ccccc3Cl)noc2C)n1	-18
O=C(O)C1C2C=CC3(CN(C4CCCC4)C(=O)C13)O2 (centres undefined)	3
O=S(=O)(c1ccc(F)cc1)N1CCC(N2CCCC2)CC1	-1
COc1cccc(NC(=O)Cn2c(=O)oc3ccccc32)c1	-14
COc1cc(-c2nnc(SCC#CCO)o2)cc(OC)c1OC	-21
CCN=C1SC(CC(=O)Nc2ccccc2)C(=O)N1CC (centres undefined)	2
CN(C)Cc1c(O)ccc2oc(Cc3ccccc3)cc12	-3
O=c1[nH]cnc2scc(-c3ccc(F)cc3)c12	-14
CCn1cc(C(=O)O)c(=O)c2ccc(C)nc21	26
CCn1ncc(Br)c1C(=O)Nc1nccs1	-20
COCc1nnc(NC(=O)c2ccco2)s1	-15

Carrying on:
SMILES	Ecoli WT growth
C[C@H](NC(=O)NCc1cccs1)C(=O)O	3
CC(C)(C)C(=O)CCN1C(=O)C2(OCCO2)c2ccccc21	11
NC(=O)C1(N2CCCCC2)CCN(C2CC(=O)N(Cc3cccs3)C2=O)CC1 (centres undefined)	-8
N#Cc1ccccc1NC(=O)CSc1nccn1CCc1ccccc1	-14
O=C(CCn1nc(-c2ccccc2)ccc1=O)N1CCCC1	-2
CC(C)N(Cc1nc(-c2ccccc2)no1)C(=O)CN(C)S(=O)(=O)c1ccccc1	-11
CCC(NS(=O)(=O)c1ccc(C)cc1)C(=O)N1CCC2(O)CCCCC2C1 (centres undefined)	-2
COc1cccc(-n2c(SCC(=O)Nc3cc(C)on3)nc3c([nH]c4ccccc43)c2=O)c1	2
O=C(c1ccco1)n1nc(NCc2ccccc2)nc1NCc1ccccc1	-2
O=S(=O)(N1CCCCC1)N1CCN(c2ccc(F)cc2)CC1	-13
CC1(C)CC(=O)CC(=Nc2ccc(C(=O)O)cc2)C1	-2
CCCCNC(=O)c1cccc(C(=O)NCCCC)c1	-16
Cc1c(NC(=O)c2noc3c2CCc2ccccc2-3)c(=O)n(-c2ccccc2)n1C	2
O=C(CSc1nnc(-c2ccco2)n1CC1CCCO1)N1CCCCC1 (centres undefined)	2
O=C1Nc2ccccc2C12Nc1ccccc1S2 (centres undefined)	-27
CCCCOC(=O)c1cccc(NC(=O)CC)c1	10
COc1ccc(-n2nnnc2SCC(=O)c2ccc(O)c(O)c2)cc1	-11
Cc1nn(CC(=O)Nc2ccc(C(=O)N(C)C)cc2)c(=O)c2ccccc12	4
Cc1cc(C)c2c(=O)[nH]c(=O)n(Cc3ccccc3)c2n1	-2
CCc1nnc2c3cnn(-c4ccccc4)c3ncn12	11
COCCn1nnnc1SCC(=O)N1CCCCC1	3
CCc1nn2c(=O)cc(CSc3nc4sc5c(c4c(=O)n3C)CCCC5)nc2s1	8
O=C(c1ncc[nH]1)c1ccccc1C(=O)N1CCOCC1	5
CCOC(=O)c1sc(NS(=O)(=O)c2ccc(NC(C)=O)cc2)nc1C	-2
C=CCSc1nc2sc(C)c(C)c2c(=O)[nH]1	6
O=C(Cc1cccs1)Nc1ccc(Cl)cc1	-13
CCc1oc2ccccc2c1C(=O)c1cc(Br)c(O)c(Br)c1	1
COc1ccc(OC)c(NC(=O)CSc2nnc(Cc3cccn3C)n2-c2ccc(F)cc2)c1	13
CCOCCCNC(=O)Cn1ncc2c(=O)oc3ccccc3c21	15
O=C(CCC1CCCCC1)Nc1ccccc1O	-20
CN(C)CCN1C(=O)c2oc3ccc(Cl)cc3c(=O)c2C1c1cccc(Br)c1 (centres undefined)	-1
OC(COc1ccc(OCc2ccccc2)cc1)CN1CCCCC1 (centres undefined)	-1
CCOC(=O)CSc1nnc(-c2ccc(S(=O)(=O)N3CCOCC3)cc2)n1-c1ccccc1	-1
COC(=O)c1nnn(-c2nonc2N)c1CSCCO	-19
O=C(c1ccc(COc2ccc3c(c2)CCC3)o1)N1CCN(c2ccccc2)CC1	-17
O=C(c1cc(S(=O)(=O)N2CCOCC2)ccc1F)N1CCCc2ccccc21	1
CCCCC(=O)Nc1cccc(-c2nnc(-c3ccccc3)o2)c1	-5
CN(C)c1ccccc1C(=O)c1ccccc1N(C)C	-13
Cc1ccccc1-c1nc(CN2CCC(C(=O)N3CCC(C(N)=O)CC3)CC2)c(C)o1	-2
Cc1scc(C(=O)N2CCN(S(C)(=O)=O)CC2)c1-c1ccccc1	-9
CC(C)(C)NC(=O)Cn1nnnc1-c1nonc1N	-2
O=C(c1ccccc1)N1CCN(S(=O)(=O)N2CCCCC2)CC1	2
CCCn1cc(SCC(N)=O)c2ccccc21	2
O=C(CCNC(=O)c1ccc(Br)o1)NC1CCCC1	-4
O=C1COc2ccc(C(=O)COC(=O)CCc3ccc(S(=O)(=O)N4CCOCC4)cc3)cc2N1	-1
O=C(Nc1ccc2nc(-c3ccco3)[nH]c2c1)c1cccs1	-24
O=C(Nc1ncccn1)C1CCCN1S(=O)(=O)c1ccc(Cl)c(Cl)c1 (centres undefined)	-2
CCn1c(CNC(=O)c2ccco2)nnc1SCC(=O)Nc1cc(C(F)(F)F)ccc1Cl	-17
CCCn1cnc2c(c1=O)c1nc3ccccc3nc1n2CCC1=CCCCC1	-15
CC(=O)c1ccc(NC(=O)Nc2ncn(Cc3cccc(C)c3)n2)cc1	-9
O=C(CCCN1CC=C(n2c(=O)[nH]c3ccccc32)CC1)c1ccc(F)cc1	13
CCCC(=O)Nc1nn(C)c2nc3c(C)cccc3cc12	-23
FC(F)(F)c1cc(-c2ccccc2)nc(N2CCCCC2)n1	2
CCOc1ccc(C(C)(C)C)cc1S(=O)(=O)N1CCOCC1	7
O=C(NCc1ccco1)C1OCCc2ccccc21 (centres undefined)	-17
Cc1ccc2cc3cc(C(=O)N4CC(C)CC(C)C4)oc3nc2c1 (centres undefined)	2
COc1ccc(S(=O)(=O)N2CCN(S(=O)(=O)c3ccc4c(c3)OCCO4)CC2)cc1C	-1
COc1cc(C(=O)Nc2nccs2)c(Br)c(OC)c1OC	-21
O=C(CN1CCN(c2nc(-c3ccc(Cl)cc3)cs2)CC1)NCc1ccco1	3
CC1CCCN(C(=O)c2cc(F)c(F)cc2Cl)C1 (centres undefined)	-1

Next section:
SMILES	Ecoli WT growth
C(/CCc1ccccc1)=N\n1cnnc1	6
CCCCOc1ccc(-c2nnn(CC(=O)Nc3ncc(CC(=O)OCC)s3)n2)cc1	8
Nc1nnc(SCC(=O)NC2CCCCC2)n1-c1ccccc1	6
CCCc1cc(C(N)=O)c(NC(=O)c2ccco2)s1	-8
CC(NC(=O)c1cccnc1)c1ccc2c(c1)OCO2 (centres undefined)	-18
CC(C)(C)c1cc(C(=O)NCc2ccco2)ccn1	-16
Cc1cc(C(F)(F)F)c2c(C)nn(CCc3nn[nH]n3)c2n1	3
O=C1CC(N2CCC(O)(c3ccc(Cl)cc3)CC2)C(=O)N1Cc1ccc(N2CCCC2=O)cc1 (centres undefined)	2
Cc1oc2nc(SCC(=O)N3CCCCC3)nc(N)c2c1C	4
CC(=O)Cc1nsc(NC(=O)c2ccc(-c3cccc(C(F)(F)F)c3)o2)n1	-30
COc1ccc(CCCC(=O)O)c(C)c1	-1
Cc1occc1C(=O)n1cnc2ccccc21	-21
O=C(C1CCN(c2nnc(-n3cccc3)s2)CC1)N1CCN(Cc2ccc3c(c2)OCO3)CC1	-3
CCCCN1C(=O)C2C(C(=O)Nc3cccc(OC)c3)C3C=CC2(O3)C1C(=O)NC1CCCCC1C (centres undefined)	5
O=C1Nc2c(c(=O)[nH]c(=O)n2-c2ccccc2)C1(Nc1ncccn1)C(F)(F)F (centres undefined)	-15
Cc1onc(-c2ccccc2Cl)c1C(=O)NCc1cccnc1	-6
CCCCS(=O)(=O)Nc1ccc(C(=O)NCC2CCCO2)cc1 (centres undefined)	-19
CCCOc1ccccc1NC(=O)CC1Nc2ccccc2NC1=O (centres undefined)	6
CCC(=O)N1CCCc2cc(S(=O)(=O)N3CCCc4ccccc43)ccc21	11
CCOc1ccc(N(CC(=O)NC2CCCCC2)S(=O)(=O)c2c(C)noc2C)cc1	0
O=C(Nc1ccc(S(=O)(=O)N2CCOCC2)cc1)c1ccc(Br)o1	-24
CCCNC(=O)NS(=O)(=O)c1ccc(Cl)cc1	-2
O=C(NS(=O)(=O)c1ccccc1)c1ccccc1O	-20
COc1cc(C(=O)Nc2ccc3c(c2)OCCO3)ccc1OC(C)C	-8
c1ccc(-c2noc(-c3ccc4c(c3)OCO4)n2)nc1	-23
CCN(CC)c1ccc(NC(=O)CN2CCN(CC(=O)Nc3ccccc3F)CC2)cc1	-6
COC(=O)[C@@H](N)Cc1ccc(O)cc1	4
Cn1c(=O)c2ncn(CC(=O)Nc3ccc4oc(-c5cccc6ccccc56)nc4c3)c2n(C)c1=O	-15
CCOc1cc(C)c(Cl)cc1S(=O)(=O)NCc1ccco1	5
O=C(Nc1ccccc1N1CCCC1)c1ccc2c(c1)OCO2	1
O=C(Oc1ccc(-c2nnco2)cc1)N1CCCCC1	-20
